Cneo AK release – Cryptococcus neoformans lysis via adenylate kinase release; C. neoformans lysis, adenylate kinase release luminescence, 4 h; normalised: neutral wells 0, clomiphene wells 100; lysis activity, % at 15 µM; actives 0.2% (n = 360,000);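 active means mean lysis activity across replicates of at least 80%, whatever share of replicates individually reach that level; inactive means mean lysis activity below 80%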
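Assay system: C. neoformans cells. Amount: yeast cell density of 5 × 10^6 cells/mL. Technique: AK luminescence. Buffer or medium: YPD. Times: static 4 h at 37 °C with compound, 1 h detection. Dosing: single-point compound dose. Read-out: lysis from increased AK signal.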
C2C12 statin – protects C2C12 myotubes from simvastatin toxicity; ATP luminescence, 48 h; scaled: DMSO 0, geranylgeraniol control 100; rescue of ATP level, % at 7.49 µM; actives 0.78% (n = 330,000);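 active means mean ATP rescue above about 67%, or every replicate alone reaching that limit, limit read from the data, passing the limit was not always enough; inconclusive means no clear call, values can overlap the other calls; inactive means mean under the limit and some replicate under it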;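 further: myotubes were challenged with 10 µM simvastatin during compound exposure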
PglD DTNB – PglD (C. jejuni) enzyme inhibition; purified PglD enzyme, DTNB colorimetric CoA detection; inhibition, % at 12.5 µM; actives 0.098% (n = 360,000); AID 602405; in the data active means inhibition above about 16%, passing the limit was not always enough; inconclusive means no clear call, values can overlap the other calls; further: strong numbers were not always called active
LGR2 inh – Drosophila LGR2 receptor signaling inhibition; HEK293 LGR2, CRE-luciferase, bursicon-stimulated, 4 h; inhibition, % at 9.99 µM; actives 0.35% (n = 380,000); AID 720647;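 active means drop in luminescence signal, shown as inhibition above about 50% in the replicate tests, limit read from the data, passing the limit was not always enough; inconclusive means probably only some replicates passing the limit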;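 further: agonist challenge used bursicon conditioned medium at about half maximal strength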
PGC1a acetyl inh – modulators of PGC1a acetylation | U2OS PGC1a acetylation, AlphaScreen anti-acetyl-lysine; with virally co-expressed GCN5 acetyltransferase | inhibition, % at 15.6 µM | actives 0.17% (n = 350,000) | AID 651687;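 active means every replicate shows inhibition of at least 40%; inconclusive means mean inhibition at least 40% but some replicate below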;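 further: 0% = neutral control wells and 100% = positive control wells; some results beyond the cut were filed as inactive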
ARNT TACC3 PPI – disrupts binding between human ARNT and TACC3. AlphaScreen His-ARNT PAS-B/GST-TACC3 binding, luminescence; TACC3 fragment carries E629A point mutation. inhibition, % at 9.99 µM. actives 0.66% (n = 390,000). AID 623870;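 active means mean inhibition of replicates at least 50% and at least half of replicates each reaching 50%; inconclusive means half or more replicates reach 50% but mean below 50%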;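 further: 0% = complete ARNT plus TACC3 wells and 100% = ARNT alone without TACC3; many hits fall short of the cut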
GSIS activator – primary screen for activators of insulin secretion dependent on glucose, INS-1E cells, GLuc reporter luminescence. INS-1E GLuc reporter insulin secretion, 2-3 h. AID 743287. activation, % at 16.6 µM. actives 0.61% (n = 370,000);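 active means lowest replicate activation of at least 40%, so every replicate reaches that level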;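 further: 0% = median of neutral control wells and 100% = median of IBMX positive control wells; some compounds called inactive have numbers as strong as hits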
PAX8 reporter – lowers PAX8-driven luciferase in RMG-I cells. actives 1.2% (n = 360,000). AID 652154. RMG-I TPO-luciferase reporter, SteadyGlo, 24 h. inhibition, % at 12.6 µM;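 active means mean replicate inhibition at least 60% with every replicate also reaching 60%; inconclusive means only one of the two criteria is met; inactive means mean below 60% and not all replicates reaching 60%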;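 further: luciferase light reporting Pax8 driven TPO promoter activity; plate controls were median of neutral control wells for no effect and mitoxantrone controls for full effect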
Active calls of the source: *; u = inconclusive; x = no result given; & = joins results of further samples.

SMILES	Cneo AK release	C2C12 statin	PglD DTNB	LGR2 inh	PGC1a acetyl inh	ARNT TACC3 PPI	GSIS activator	PAX8 reporter
COc1ccc(/C=N/n2cc(-c3ccccc3)nc2N)cc1	-1	x	-2	x	4	4	x	x
Cc1ccccc1OCC(=O)NCC(c1ccco1)N1CCCCC1 (stereo not given)	0	x	-1	12	10	5	-8	-2
COc1cc(/C=N/Nc2nc3ccccc3s2)cc([N+](=O)[O-])c1O	1	x	-1	-35	9	-3	-22	-7
CCC(=O)Nc1ccc2c(c1)C(=O)N(C)C[C@@H](OC)[C@@H](C)CN(C(=O)CN1CCOCC1)[C@@H](C)CO2	x	20	x	-5	22	x	5	x
CN1[C@@H]2c3ccc(-c4cncnc4)c(=O)n3C[C@@H]2[C@@H](CO)[C@@H]1C(=O)N1CCc2ccccc2C1	x	-30	x	-12	x	x	13	4
N#CCC(=O)N/N=C/c1ccc(OCc2ccccc2)cc1	x	-6	x	-56	3	0	-2	-87
COc1ccc2[nH]cc(C(O)CN3CCN(c4ccccc4F)CC3)c2c1 (stereo not given)	-3	x	1	14	0	1	4	22
Cc1ccc(NC(=O)C(=O)NCCN2CCN(S(C)(=O)=O)CC2)cc1	x	x	x	10	2	-2	5	1
CCC(=O)N1[C@H](C(=O)Nc2nccs2)[C@@H](CO)[C@@H]2Cn3c(ccc(/C=C/c4ccccc4)c3=O)[C@@H]21	9	38	2	2	x	-38	-17	10
COc1ccc(NC(=O)Cn2cccc2)c(OC)c1	-1	-4	-1	x	-3	2	x	x
COc1ccc(C(=O)Nc2ccc(-c3ccc(NC(=O)c4ccc(OC)cc4)c(OC)c3)cc2OC)cc1	2	-24	-2	22	3	-1	8	-8
Cc1ccc(N=Nc2c(C)[nH]n(C(N)=S)c2=O)cc1C	x	x	x	-64	x	-1	0	-56
Cc1ccc(-c2onc3ccc(C=O)cc23)cc1	-1	9	-4	x	x	16	x	x
CCN(C(=O)C1CCCN1S(=O)(=O)c1ccc2c(c1)n(C)c(=O)c(=O)n2C)c1ccccc1 (stereo not given)	2	-3	2	1	5	-2	-4	10
CC(C)c1ccc(C(=O)N/N=C/c2cccc(Cl)c2Cl)cc1	-4	113*	-1	x	-5	4	x	x
C/C=C/c1ccc(OCC(=O)OCC(=O)NC2CC2)c(OC)c1	x	x	x	0	12	9	5	-15
CCCCOc1ccc(C(=O)NCC(=O)N2CC=C(c3ccccc3)CC2)cc1	x	5	-3	7	2	-4	-7	1
Cc1cccc(NC2=NC(C)(C)N=C(N)N2)c1C	-5	112*	1	x	-4	18	x	9
O=C(COC(=O)c1ccccn1)NC12CC3CC(CC(C3)C1)C2	0	5	1	x	-1	7	x	x
CCOC(=O)[C@@H]1[C@H]2COc3cc(OC)ccc3[C@H]2N2C(=O)N(c3ccc(F)cc3)C(=O)[C@]12C	5	-3	1	x	x	4	x	x
CCOC(=O)C1CCN(C(=O)C(CCSC)NC(=O)c2ccccc2OC)CC1 (stereo not given)	0	-6	0	-1	2	2	-4	8
C[C@@H]1CN([C@H](C)CO)C(=O)CCCn2cc(nn2)CO[C@@H]1CN(C)C(=O)C1CC1	x	-12	x	0	3	x	3	-3
O=C(Nc1ccc(S(=O)(=O)NCCc2ccccc2)cc1)c1ccco1	x	33	x	-12	-5	-3	-3	x
NC(=O)c1ccc(NC(=S)NCc2ccco2)cc1	x	x	x	-1	x	11	7	-7
COc1ccc(C#Cc2ccc3c(c2)O[C@@H](CN(C)C(C)=O)[C@H](C)CN([C@@H](C)CO)S3(=O)=O)cc1	0	-2	2	13	-2	3	0	x
Next results follow:
SMILES	Cneo AK release	C2C12 statin	PglD DTNB	LGR2 inh	PGC1a acetyl inh	ARNT TACC3 PPI	GSIS activator	PAX8 reporter
C/C=C\C(=O)Nc1cccc(C2=NOC3(C2)C[C@@H](C(N)=O)N(C(=O)CC(c2ccccc2)c2ccccc2)C3)c1 (stereo not given in full)	-2	-1	1	10	x	0	-9	5
COc1ccc(N2CCN(C3CCCCC3NS(=O)(=O)c3ccc(Cl)cc3)CC2)cc1 (stereo not given)	2	18	-6	-4	x	-3	4	17
CC1CCN(C(=O)c2ccc(NS(=O)(=O)c3ccccc3)cc2)CC1	0	7	1	-13	-3	x	-4	-4
COc1ccc2c3c(n(C)c2c1)[C@@H](CO)NCC31CN(C(=O)CC2CC2)C1	x	x	x	13	3	x	-2	-9
O=C(N/N=C/c1ccc([N+](=O)[O-])o1)c1ccc2c(c1)OCO2	-1	x	x	11	x	-1	-37	51
CC1CCc2sc(C(=O)NNS(=O)(=O)c3ccc(F)c(F)c3F)cc2C1 (stereo not given)	3	19	5	1	7	2	-30	-5
Clc1cccc(CSc2nnc(-c3sccc3-n3cccc3)o2)c1	4	x	-4	x	-1	1	x	x
O=C1CCC(=O)N1c1ccc(-c2nc3ccccc3s2)cc1	-8	-3	0	-10	6	x	7	-81
CCC(=O)Nc1ccc2c(c1)OC[C@H](C)N(Cc1ccccn1)C[C@H](C)[C@H](OC)CN(C)C2=O	1	-7	4	-4	0	-6	16	6
COc1ccc(NC(=O)CSc2nc3nc(C)cc(C)c3c(=O)[nH]2)cc1OC	-1	-7	-4	-19	-1	0	9	3
O=C(O)c1nc(NCc2ccccc2)ncc1Cl	1	-5	-6	7	-4	-6	11	15
Cn1c(Cc2ccccc2)nnc1SCc1cc(=O)n2ccsc2n1	x	28	x	x	1	1	x	21
C=CCNC(=O)N[C@@H](CCSC)C(=O)OC	-1	6	-4	-4	-4	-6	0	x
c1ccc2cc3c(NCCN4CCOCC4)ccnc3cc2c1	x	x	x	-4	x	5	4	14
COc1ccc(CNc2ccccn2)c(O)c1	-1	0	3	-14	x	-7	-9	-2
COC(=O)c1ccccc1S(=O)(=O)N1CCC(C(=O)Nc2ccc(N3CCOCC3)cc2)CC1	-1	7	3	-13	-1	5	3	-7
C=CCNC(=O)c1ccc(Sc2ccc(C)cc2)c([N+](=O)[O-])c1	-2	-14	4	11	-22	14	16	x
Cc1noc(C)c1S(=O)(=O)N(C)C[C@@H]1Oc2ccc(NC(=O)C3CC3)cc2CC(=O)N([C@H](C)CO)C[C@H]1C	1	-28	1	-10	-1	-1	10	-3
Cc1ccccc1CCNC(=O)c1cc(C2CC2)nc2c1cnn2C(C)C	-2	-31	2	-9	-5	x	-15	-2
CC(C)NC(=O)N(C)C[C@H]1OCCCC[C@@H](C)Oc2ccc(NC(=O)CCC(F)(F)F)cc2C(=O)N([C@@H](C)CO)C[C@@H]1C	0	x	-1	-1	-4	-3	-8	11
COc1ccccc1CNC(=O)COc1ccccc1C(=O)c1cnn(-c2ccccc2)c1	1	-4	-2	x	-5	-16	x	-152
CC(C)[C@H](NC(=O)N1CCn2c1nc1ccccc12)C(=O)NC1CCCCC1	1	-18	3	5	-10	8	-25	5
Clc1ccc(-c2nnc(CCc3ccccc3)o2)c(Cl)c1	-2	0	4	-60	8	-9	2	x
COc1ccc(NC(=O)N2C[C@@H]3N[C@H](C2)C3c2ccc(-c3cccc(OC)c3)cc2)cc1 (stereo not given in full)	x	x	x	-8	-24&-22	x	-19	0&14
CNC(=O)c1ccsc1NC(=O)CCS(=O)(=O)c1ccc(Cl)cc1	-1	0	0	-5	-8	1	17	u
Following part.
SMILES	Cneo AK release	C2C12 statin	PglD DTNB	LGR2 inh	PGC1a acetyl inh	ARNT TACC3 PPI	GSIS activator	PAX8 reporter
Cc1cc(C)c(S(=O)(=O)c2ccccc2)c(N2CCOCC2)n1	0	0	-4	9	1	-7	2	4
Cc1ccc(C(=O)Nc2c3c(nn2-c2ccccc2)CS(=O)(=O)C3)cc1C	-1	9	6	-1	0	0	1	-1
COc1cccc(/C=N/Nc2ccc(S(=O)(=O)Nc3ccccc3C(=O)O)cc2[N+](=O)[O-])c1O	-1	-2	-2	-3	6	-3	x	-10
COCCN(C)C(=O)CCc1nnc(Cc2ccc(-c3ccccc3)cc2)o1	4	-6	2	10	-8	-3	-10	0
CN1C(=S)NC(C)(C)CC1(C)c1ccc(O)cc1O (stereo not given)	5	x	0	-8	-4	1	12	x
O=C(CSc1ccc(F)cc1)Nc1ccc(N2CCOCC2)c(Cl)c1	0	-7	3	-19	x	-2	-29	-32
O=C(CCCc1ccccc1)N1CCc2ccccc21	-3	-31	0	-48	13	4	-1	x
CCCc1cc(=O)[nH]c(SCC(=O)Nc2nc3ccc(OCC)cc3s2)n1	x	x	x	-4	x	-5	4	-23
O=C(Cn1cnc2c(cnn2-c2ccc(F)cc2)c1=O)NCC1CCCO1 (stereo not given)	4	-7	2	x	7	0	x	x
O=C(Cc1cccc2ccccc12)NCCc1ccccc1	-1	-14	-1	-1	-1	-1	0	7
COc1ccc(C(=O)Nc2ccc(NC(=O)c3ccco3)cc2)cc1	x	-9	x	0	-2	-7	17	-8
C[C@@H]1CN([C@@H](C)CO)S(=O)(=O)c2ccc(C3=CCCC3)cc2O[C@H]1CN(C)C(=O)C1CCOCC1	2	-15	-1	2	-2	1	0	-24
C=CCOc1cccc(CNc2cccc(C(=O)O)c2)c1	-1	11	4	-34	3	-4	23	-53
CCn1nnc(NC(=O)C(C)Oc2ccc(Cl)cc2Cl)n1 (stereo not given)	1	9	-2	x	-6	x	x	3
COC(=O)c1c(NC(=O)c2cnccn2)sc2c1CCC2	0	21	7	x	-6	7	x	x
NC(=O)C1CCN(c2ccc(S(=O)(=O)N3CCCCC3)cn2)CC1	x	x	x	17	12	26	-8	13
O=C(Nc1cc(F)ccc1F)N1C[C@H]2[C@@H](c3ccccc31)[C@H](CO)N2Cc1cccnc1	0	-2	0	-6	6	-3	6	20
COc1cc(N)c(C(=O)c2nccc3cc(OC)c(OC)cc23)cc1OC	-1	30	-6	19	-8	6	7	6
CC(C)Nc1nc(Cl)nc(NCCOc2ccccc2)n1	x	x	x	-45	x	-11	7	-16
Cc1nn(-c2ccccc2)c2c1C(c1cccnc1)N1C=C(S(=O)(=O)N3CCCCC3)C=CC1=N2 (stereo not given)	-2	6	-7	x	-2	0	x	x
COc1ccc(NC(=O)COC(=O)CCCOc2ccc(Cl)cc2Cl)cc1	x	x	x	14	x	-1	-4	0
Cc1cc(-n2c(C)cc(C(=O)COc3cc(F)ccc3[N+](=O)[O-])c2C)no1	-2	-5	-1	3	6	14	5	-10
CCCCn1c(N)c(N(CCC(C)C)C(=O)COC(=O)c2ccc(CC)cc2)c(=O)[nH]c1=O	2	-14	5	-1	1	0	-9	-13
C=CCN1C(=O)C(CC(=O)O)S/C1=N/N=C/c1ccc(N(CC)CC)cc1 (stereo not given)	-3	-2	-2	4	-3	1	x	-10
COc1ccc(-n2cnnc2SCCC#N)cc1	0	-1	3	x	6	-7	x	53
CCC(C(=O)NCc1ccco1)N(Cc1cccs1)C(=O)CNS(=O)(=O)c1ccccc1 (stereo not given)	0	-2	-16	x	x	0	x	1
COc1ccc(OC(C)c2nnc(N)s2)cc1 (stereo not given)	0	x	0	-25	x	-1	0	11

Quoted from the listing:
Cc1nn(-c2ccccc2)c2c1C(c1cccnc1)N1C=C(S(=O)(=O)N3CCCCC3)C=CC1=N2 (stereo not given) in C2C12 statin shows 6
COc1cccc(/C=N/Nc2ccc(S(=O)(=O)Nc3ccccc3C(=O)O)cc2[N+](=O)[O-])c1O in PglD DTNB shows -2

Random draw from the library. Share with any hit: about 2.9%.
